Assay outcomes (PubChem BioAssay)
HP1b binding inh = HTS for Inhibitors of HP1-beta Chromodomain Interactions with Methylated Histone Tails | Chromobox protein homolog 1 (Homo sapiens), P83916 | AlphaScreen HP1-beta / biotin-H3K9me3 peptide binding | 390,000 tested, 0.56% active | Potency, µM (doses to about 114 µM), for the others: at the highest dose activity change, negative = inhibition, actives largely listed as inhibitors | AID 540317, 2011; further: potency means the concentration at half of the fitted maximal effect; nearly all actives have a fitted effect of over 70% in size; inactives centre near 23
Target sequence (P83916 whole entry, looked up): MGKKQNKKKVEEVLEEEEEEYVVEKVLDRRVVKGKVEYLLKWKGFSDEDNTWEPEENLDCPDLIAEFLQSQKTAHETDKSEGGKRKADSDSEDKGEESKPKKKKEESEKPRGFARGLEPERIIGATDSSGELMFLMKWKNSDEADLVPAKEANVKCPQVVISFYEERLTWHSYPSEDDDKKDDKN
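AlphaScreen: HP1-beta (50 nM) preformed 30 min with biotin-H3(1-18)K9me3 peptide (50 nM) in PBS pH 7.4, 0.01% Tween-20. Compound added for 30 min at RT, then streptavidin donor/nickel chelate acceptor beads (10 ug/mL) for 30 min.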
Pol eta inh = qHTS for Inhibitors of Polymerase Eta. DNA polymerase eta (Homo sapiens), Q9Y253. recombinant Pol eta, fluorescent DNA replication assay. Potency, µM (highest dose often 114 µM), without a hit: at the highest dose activity change, negative = inhibition, usual class: inhibitors. 390,000 tested, 1.2% active. AID 588591, 2011; further: potency means the concentration at half of the fitted maximal effect; on the % scale 0 is the no-effect control and ±100 the full control effect
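Pol eta (10 nM) was preincubated with compounds for 15 min at room temperature, after which fluorescent replication substrate (50 nM final) was added to start the reaction. Fluorescence was read kinetically at 0 and 10 min.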
JMJD2A Tudor = qHTS Assay for Inhibitors of JMJD2A-Tudor Domain; AID 504339, 2011; Potency, µM (series often up to 114 µM), for the others: at the highest dose activity change, negative = inhibition, most hits filed as inhibitors; AlphaScreen JMJD2A-Tudor / H3K4me3 peptide binding; Lysine-specific demethylase 4A (Homo sapiens), O75164; 390,000 tested, 4.4% active; further: potency means the concentration at half of the fitted maximal effect; on the % scale 0 is the no-effect control and ±100 the full control effect; nearly all actives have a fitted effect of over 50% in size
PGK inhibitor = qHTS Assay to Find Inhibitors of Phosphoglycerate Kinase. 380,000 tested, 0.043% active. Phosphoglycerate kinase, glycosomal (Trypanosoma brucei brucei), P07378. Potency, µM (doses to about 57.5 µM), for the others: at the highest dose activity change, negative = inhibition, actives largely listed as inhibitors. PGK/GAPDH coupled, Kinase-Glo luminescence, 60 min; further: potency means the concentration at half of the fitted maximal effect; on the % scale 0 is the no-effect control and ±100 the full control effect; nearly all actives have a fitted effect of over 60% in size
Target sequence (P07378 whole entry, looked up): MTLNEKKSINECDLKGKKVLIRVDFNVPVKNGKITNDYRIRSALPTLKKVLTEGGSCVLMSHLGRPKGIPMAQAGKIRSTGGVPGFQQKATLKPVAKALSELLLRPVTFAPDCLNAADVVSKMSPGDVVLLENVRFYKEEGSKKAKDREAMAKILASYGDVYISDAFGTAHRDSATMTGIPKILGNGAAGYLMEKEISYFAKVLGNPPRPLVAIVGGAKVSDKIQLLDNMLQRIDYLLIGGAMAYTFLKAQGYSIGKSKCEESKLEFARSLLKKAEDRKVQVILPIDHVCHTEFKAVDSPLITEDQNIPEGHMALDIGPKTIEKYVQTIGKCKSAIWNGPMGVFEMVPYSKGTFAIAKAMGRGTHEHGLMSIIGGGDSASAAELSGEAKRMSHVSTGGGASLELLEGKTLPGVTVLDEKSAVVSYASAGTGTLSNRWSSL
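Luminescent ATP detection (Kinase-Glo Plus) follows a 60-minute room-temperature incubation, with wells lacking PGK as controls. Buffer: 100 mM TEA (pH 7.6), 5 mM MgCl2, 0.01% Tween-20. Coupling enzyme GAPDH (100 nM final) supplies unstable 1,3-BPG in-well.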
G9a inh = qHTS Assay for Inhibitors of Histone Lysine Methyltransferase G9a | 350,000 tested, 8.8% active | Histone-lysine N-methyltransferase EHMT2 (Homo sapiens), Q96KQ7 | G9a H3K9 monomethylation, AlphaScreen, 2 h | Potency, µM (series often up to 102 µM), without a hit: top-dose activity, negative = inhibition, hits mostly inhibitors | AID 504332, 2011; further: potency means the concentration at half of the fitted maximal effect; on the % scale 0 is the no-effect control and ±100 the full control effect; nearly all actives have a fitted effect of over 75% in size
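AlphaScreen detection with an anti-monomethyl H3K9 antibody quantified product after a 2 h room-temperature reaction containing 500 nM biotinylated H3K9 peptide, 20 µM SAM and 20 nM enzyme, which had been preincubated 15 min with compound.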
Pin1 inhibitor = qHTS Assay to Find Inhibitors of Pin1; Pin1 FP peptide displacement, HiFluor488, 10 min; 390,000 tested, 0.009% active; Peptidyl-prolyl cis-trans isomerase NIMA-interacting 1 (Homo sapiens), Q13526; AID 504891, 2011; Potency, µM (top dose mostly 115 µM), for inactives: at the top dose activity, negative = inhibition, actives largely listed as inhibitors; active means well fitted inhibition curve with a large enough effect in the polarisation, with a control signal flat, not every such curve was filed as active; inconclusive means small, poorly fitted or top-dose-only effect, or effect the other way, or a change in a side signal; inactive means no such curve, though single readings can be large or run the other way; the % refers to the polarisation; further: potency means the concentration at half of the fitted maximal effect; on the % scale 0 is the no-effect control and ±100 the full control effect
Target sequence (Q13526 whole entry, looked up): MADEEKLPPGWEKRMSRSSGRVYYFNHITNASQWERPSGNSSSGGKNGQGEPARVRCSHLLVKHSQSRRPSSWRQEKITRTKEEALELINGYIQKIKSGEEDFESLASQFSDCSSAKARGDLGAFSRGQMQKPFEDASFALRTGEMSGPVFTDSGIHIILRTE
GLS inh = qHTS for Inhibitors of Glutaminase (GLS); Potency, µM (highest dose often 45.5 µM), inactives show at the highest dose activity change, negative = inhibition, actives largely listed as inhibitors; 410,000 tested, 0.21% active; AID 624170, 2012; Glutaminase kidney isoform, mitochondrial (Homo sapiens), O94925; GLS enzymatic activity, qHTS titration; further: potency means the concentration at half of the fitted maximal effect; on the % scale 0 is the no-effect control and ±100 the full control effect
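hKGA in 45 mM KH2PO4 pH 8.2, 0.02% Tween-20 with pin-transferred compounds; 1 mM L-glutamine (stock) plus glutamate oxidase/HRP/Amplex Red coupling added. Fluorescence read initially and after 30 min at RT.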
PI4K2A inh = qHTS for small molecular inhibitors of PI4K2A. activity change, negative = inhibition, % at 76.9 µM. Phosphatidylinositol 4-kinase type 2-alpha (Homo sapiens), Q9BTU6. 420,000 tested, 0.13% active. purified PI4K2A, ADP-Glo luminescence, 1 h; hits give low values; in the data active means activity change below about -50%; inconclusive means mostly about -30% to -49%;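 further: -100% = wells without enzyme as full effect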
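Compounds are screened against recombinant PI4K2A using PI as substrate and ATP, the latter dispensed at 300 microM. Reactions run one hour at ambient temperature before ADP-Glo detection; full inhibition defined by wells lacking enzyme.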
BAZ2B inh = qHTS Assay for Inhibitors of BAZ2B. 360,000 tested, 4.4% active. AID 504333, 2011. Potency, µM (top dose mostly 114 µM), for the others: at the highest dose activity change, negative = inhibition, hits mostly inhibitors. AlphaScreen BAZ2B-H3K14Ac peptide displacement; further: potency means the concentration at half of the fitted maximal effect; on the % scale 0 is the no-effect control and ±100 the full control effect; nearly all actives have a fitted effect of over 60% in size
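BAZ2B 50 nM plus b-H3(5-23)K14Ac 50 nM, PBS pH 7.4/0.01% Tween-20, 30 min RT; compound added (max 110 uM), 30 min RT; streptavidin donor/Ni-chelate acceptor beads 10 ug/mL final, 20 min dark; AlphaScreen read.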
* hit, by the source's call; i = inactive; ? = inconclusive; . = no result given; [ ] = dose if it differs, or a comment. Unless noted, the call rests on the fitted dose curve; in most records, active means well fitted curve in the direction sought with a large enough effect; inconclusive means small, poorly fitted or top-dose-only effect, or another doubt; inactive means no such curve, though single readings can be large; an effect the other way counts as inactive or inconclusive. Only part of the results is shown. The share of hits here may be higher or lower than overall.

1. COC(=O)c1ccc2c(=O)n(Cc3ccc(C(=O)NC4CCCC4)cc3)c(=S)[nH]c2c1
2. C#CCOCCOCCOCCNc1nc(N2CCN(C(=O)[C@H]([C@@H](C)CC)n3cc(CCCN=C(N)N)nn3)CC2)nc(N2CCN(C(=O)[C@H](CCCCN)n3cc(CCCC)nn3)CC2)n1
3. CCOc1ccc(CCNC(=O)c2cnc3sc(N4CCC(C)CC4)nn3c2=O)cc1
4. CC(=O)Nc1ccc(S(=O)(=O)Oc2ccc(Br)cc2C(=S)N2CCOCC2)cc1
5. CCOC(=O)c1c(S(=O)(=O)N2CCN(c3cccc(C(F)(F)F)c3)CC2)c(C)n(C)c1C
6. COc1ccc(-c2nc3ccccc3c(=O)n2NC(=O)Cc2ccccc2)cc1
7. COc1ccc(/C=C(/NC(=O)c2ccc(C)cc2)C(=O)NCc2ccncc2)cc1
8. COc1ccc(-c2nn(-c3ccccc3)cc2/C=C2/SC(=S)N(CCC(=O)O)C2=O)c(C)c1
9. CN1C2=NCCN2C(=O)c2cc(Cl)ccc21
10. CC(=O)c1sc2nc(-c3cccs3)cc(C(F)(F)F)c2c1N
screen / no.	1	2	3	4	5	6	7	8	9	10
HP1b binding inh	51%[activator]	17%	28%	1%	32%	34%	76%[activator]	?	29%	108%[activator]
Pol eta inh	-20%	-8%	7%	-13%	3%	-16%	-16%	32µM*	-14%	1%
JMJD2A Tudor	-8%	-31%	-4%	-21%	-8%	-8%	-31%	25µM*	-12%	4%
PGK inhibitor	5%	0%	-5%	-2%	-10%	-11%	-11%	-3%	i	-5%
G9a inh	9%	?	-5%[59 µM]	?	-18%[59 µM]	-16%	3%	40µM*	.	?
Pin1 inhibitor	2%	-1%	-4%	1%	3%	-8%	1%	.	-9%	?
GLS inh	3%	0%	-1%	12%	-5%	-4%	-3%	?	1%	-4%
PI4K2A inh	-3	-5	1	-4	-8	4	4	7	-10	3
BAZ2B inh	-6%	-38%	1%	-32%	6%[57.1 µM]	6%	-21%	50µM*	4%	5%

Ordered by value in GLS inh (smallest number first): three of the compounds above.
cpd | compound | HP1b binding inh | Pol eta inh | JMJD2A Tudor | PGK inhibitor | G9a inh | Pin1 inhibitor | GLS inh | PI4K2A inh | BAZ2B inh
5 | CCOC(=O)c1c(S(=O)(=O)N2CCN(c3cccc(C(F)(F)F)c3)CC2)c(C)n(C)c1C | 32% | 3% | -8% | -10% | -18%[59 µM] | 3% | -5% | -8 | 6%[57.1 µM]
6 | COc1ccc(-c2nc3ccccc3c(=O)n2NC(=O)Cc2ccccc2)cc1 | 34% | -16% | -8% | -11% | -16% | -8% | -4% | 4 | 6%
9 | CN1C2=NCCN2C(=O)c2cc(Cl)ccc21 | 29% | -14% | -12% | i | . | -9% | 1% | -10 | 4%

Continued.
11. Cn1c(SCc2nnc(-c3ccc(F)cc3)o2)nnc1C1COc2ccccc2O1 (stereo not given)
12. Cc1ccc(S(=O)(=O)NCC(=O)OCc2nnc(-c3ccccc3)o2)cc1C
13. N#CCCCCn1ccc(NC(=O)c2ccc(Cl)cc2O)n1
14. CC(=O)c1cccc(NC(=O)/C(=C\c2cccnc2)NC(=O)c2ccccc2)c1
15. CCOc1cc(N2CCOCC2)c(OCC)cc1NC(=O)[C@H](C)NC(=O)c1ccco1
16. COc1ccc(NC(C)=O)cc1NC(=O)C1CCCN1C(=O)c1cccs1 (stereo not given)
17. COc1cccc(-c2cc(C(=O)N3C(C)CCCC3C)no2)c1 (stereo not given)
18. O=C(c1ccccc1)c1ccc(OCC(O)CN2CCN(Cc3ccccc3)CC2)cc1 (stereo not given)
19. CC(=O)N1N=C(c2ccco2)CC1c1ccco1 (stereo not given)
20. CC(C)[C@H](NC(=O)c1ccccc1)C(=O)OCC(=O)Nc1ncc(Cl)cc1Cl
screen / no.	11	12	13	14	15	16	17	18	19	20
HP1b binding inh	20%	34%	3%	24%	-12%	35%	99%[activator]	-11%	32%	24%
Pol eta inh	7%	-5%	-7%	-13%	0%	-15%	-16%	-17%	-15%	-18%
JMJD2A Tudor	-12%	-3%	-6%	8%	-33%	-6%	17%	-22%	-8%	-1%
PGK inhibitor	-1%	-1%	5%	-3%	i	-3%	-10%	0%	-3%	-9%
G9a inh	?	-3%[59 µM]	.	14%	-26%	-30%	9%	0%	16%[59 µM]	.
Pin1 inhibitor	1%	4%	-8%	-1%	-5%	-4%	-4%	1%	-1%	-8%
GLS inh	6%	8%	7%	-8%	52%[activator]	-1%	-1%	3%	-5%	-9%
PI4K2A inh	31	-6	3	-1	0	1	0	-5	0	1
BAZ2B inh	-19%	-3%	.	-2%	-40%	10%	42%[activator]	?	1%	.

21. Cc1cccc(N2CCN(S(=O)(=O)c3cc(-c4cc(C)no4)ccc3C)CC2C)c1 (stereo not given)
22. CCOc1cc(N2CCOCC2)c(OCC)cc1NC(=O)CCC1CCCC1
23. CCCc1cc(C(=O)N/N=C/c2cccn2C)cs1
24. CCC(CC)C(=O)Nc1nnc(S(=O)(=O)N(CC)c2ccc(OC)cc2)s1
25. Cc1ccnc(NS(=O)(=O)c2ccc(NC(=O)C3COc4ccccc4O3)cc2)n1 (stereo not given)
26. O=c1c2ccccc2c(C=Nc2ccc(O)cc2)c(O)n1-c1nccs1
27. O=S(=O)(Nc1cc(C(F)(F)F)ccc1N1CCOCC1)c1ccc2ccccc2c1
28. CS(=O)(=O)c1cnc(-c2ccccc2)nc1Oc1ccc(F)cc1
29. CC1CCN(CCCNC(=O)C2CC(=O)N(C3CCCCCC3)C2)CC1 (stereo not given)
30. S=c1[nH]nc(-c2ccco2)n1/N=C/C=C/c1ccccc1
screen / no.	21	22	23	24	25	26	27	28	29	30
HP1b binding inh	-2%	4%	?	36%	?	-14%	59%[activator]	26%	8%	-17%
Pol eta inh	-9%	-7%	-28%	-17%	-10%	?	?	-14%	7%	-21%
JMJD2A Tudor	-25%	-24%	?	5%	18µM*	-26%	-7%	2%	1%	20µM*
PGK inhibitor	-2%	-8%	4%	-4%	.	0%	-1%	i	-5%	-5%
G9a inh	-5%[59 µM]	-4%[59 µM]	?	21%	2%	8%[59 µM]	50µM*	7%[59 µM]	19%[0.501 µM]	0.71µM*
Pin1 inhibitor	7%	3%	2%	0%	5%	?	8%	-1%	2%	-8%
GLS inh	-8%	28%	-15%	-4%	?	-2%	5%	-7%	10%	-16%
PI4K2A inh	-6	8	-2	5	5	8	-3	5	1	-8
BAZ2B inh	-26%	-34%	45µM*	3%	-22%	-27%	-2%	2%	0%	-32%

Down the list, from the results shown.
BAZ2B inh, entries 22–30 → -34%, 45µM*, 3%, -22%, -27%, -2%, 2%, 0%, -32%
PI4K2A inh, entries 22–30 → 8, -2, 5, 5, 8, -3, 5, 1, -8
JMJD2A Tudor, entries 22–30 → -24%, ?, 5%, 18µM*, -26%, -7%, 2%, 1%, 20µM*

New compounds follow
31. COc1ccc(-c2ccc(-c3noc(-c4ccco4)n3)c(OC)n2)cc1
32. CCCCCCSc1ccc(-c2nc3cnccn3c2NCCCC)cc1
33. COc1ccc(OCCN2CCOCC2)cc1
34. Cc1nnc(-c2cnn(C)c2N)n1Cc1ccc2c(c1)OCO2
35. Cc1ccc(NC(C)C(=O)N/N=C/c2ccc([N+](=O)[O-])s2)cc1 (stereo not given)
36. COc1cc(NC(=O)N[C@@H](Cc2ccccc2)C(=O)O)cc(OC)c1
37. O=C(CCCCCCCC(=O)N1CCCC1)N1CCCC1
38. O=C(CN1CCCC1)N1c2ccccc2Sc2ccccc21
39. C(COC1CC2CC1C1C2CC2OC21)OC1CC2CC1C1C2CC2OC21 (stereo not given)
40. CCC(C)(C)NC(=O)C(c1ccncc1)N(C(=O)c1sc(C)nc1C)c1ccc(F)cc1 (stereo not given)
screen / no.	31	32	33	34	35	36	37	38	39	40
HP1b binding inh	39%[activator]	84%[activator]	?	25%	12%	27%	-20%	12%	6%	28%
Pol eta inh	-7%	-15%	-12%	-6%	-9%	-17%	-8%	-14%	-19%	-7%
JMJD2A Tudor	3%	2%	50µM*	-19%	-19%	0%	-23%	-23%	-10%	-6%
PGK inhibitor	-5%	0%	9%	-1%	i	3%	7%	2%	-10%	-10%
G9a inh	0%[59 µM]	.	32µM*	35%[59 µM]	?	10%[59 µM]	.	?	.	11%
Pin1 inhibitor	?	11%	-3%	5%	-1%	0%	-1%	5%	3%	0%
GLS inh	9%	17%	-2%	22%	0%	-8%	-14%	-4%	6%	-19%
PI4K2A inh	-9	0	9	-4	-5	9	-11	1	1	-3
BAZ2B inh	4%	.	?	-18%	-26%	-33%	.	-23%	.	-16%
